N370S GC mod: inhibitors or activators of N370S glucocerebrosidase for Gaucher disease; Potency, µM (series often up to 59.4 µM), without a hit: at the highest dose activity change, negative = inhibition, most hits filed as inhibitors; P04062; 0.092% of 330,000 active; N370S GC spleen homogenate, 4MU-glucoside fluorescence; AID 2101;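 note: 0% = full enzyme activity and -100% = no enzyme basal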
TDP1 cell noCPT: qHTS for Inhibitors of human tyrosyl-DNA phosphodiesterase 1 (TDP1): qHTS in cells in absence of CPT. DT40 Tdp1-/- hTDP1 cells, no CPT, ATP luminescence, 48 h. 15% of 420,000 active. Potency, µM (top dose mostly 46.2 µM), inactives show at the top dose activity change, negative = growth inhibition, most hits filed as inhibitors; note: nearly all actives have a fitted effect of over 55% in size
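Seeded 400 DT40-hTDP1 cells/well (vehicle DMSO, no 20 nM CPT); pinned compounds; ≥48 hr at 37 °C; CellTiter-Glo luminescence as viability measure.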
TDP1 inh: blocks human tyrosyl-DNA phosphodiesterase 1; recombinant TDP1, AlphaScreen DNA substrate cleavage; Potency, µM (doses to about 130 µM), for inactives: top-dose activity change, negative = inhibition, usual class: inhibitors; 0.28% of 350,000 active; AID 485290; note: nearly all actives have a fitted effect of over 40% in size
Target sequence (Q9NUW8 whole entry, looked up): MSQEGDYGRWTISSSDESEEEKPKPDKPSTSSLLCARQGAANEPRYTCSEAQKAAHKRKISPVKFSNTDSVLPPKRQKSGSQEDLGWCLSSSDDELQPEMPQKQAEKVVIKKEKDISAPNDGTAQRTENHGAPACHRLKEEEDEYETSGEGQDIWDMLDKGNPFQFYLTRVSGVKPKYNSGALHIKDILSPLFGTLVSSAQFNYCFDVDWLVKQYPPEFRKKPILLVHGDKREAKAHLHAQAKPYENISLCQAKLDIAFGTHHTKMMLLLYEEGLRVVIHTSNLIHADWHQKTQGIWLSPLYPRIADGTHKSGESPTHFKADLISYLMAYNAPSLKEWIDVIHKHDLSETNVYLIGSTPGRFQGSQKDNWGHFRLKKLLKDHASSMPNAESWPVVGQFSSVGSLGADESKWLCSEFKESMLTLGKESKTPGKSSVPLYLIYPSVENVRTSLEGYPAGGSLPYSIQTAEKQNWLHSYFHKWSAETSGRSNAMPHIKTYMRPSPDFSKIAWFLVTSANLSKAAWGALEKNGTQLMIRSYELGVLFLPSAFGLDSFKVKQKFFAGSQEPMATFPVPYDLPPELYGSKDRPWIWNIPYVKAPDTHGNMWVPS
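Here, a 5' biotin and 3' phosphotyrosine-FITC DNA oligonucleotide reports Tdp1 activity: intact substrate bridges AlphaScreen beads, while cleavage leaves a 3' phosphate and drops signal. All incubations at room temperature.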
An asterisk follows results filed as active; ? = inconclusive; . = not tested or not shown; [ ] = remark or other dose. Calls come from the whole dose curve; as a rule, active = well fitted curve in the direction sought with a large enough effect; inconclusive = small, poorly fitted or top-dose-only effect, or another doubt; inactive = no such curve, though single readings can be large; an effect the other way counts as inactive or inconclusive. Unless noted, % is set by controls: 0 for no effect and ±100 for the full control effect; potency is the fitted concentration of half-maximal effect.

SMILES	N370S GC mod	TDP1 cell noCPT	TDP1 inh
N#Cc1c(-c2ccccc2)oc(=O)c2ccccc12	-4%	-3%	.
Cc1nc2scc(-c3cccs3)c2c(=O)n1CC(=O)O	-7%	-8%	-1%
COc1ccccc1C(=O)N/C(=C/c1ccc2c(c1)OCO2)C(=O)Nc1ccc(C(=O)O)cc1	-6%	-1%	-13%
CC(=O)Nc1c(OC(C)=O)ccc2c(C)cc(=O)oc12	?	8%	7%
O=C(NCc1ccco1)c1ccccc1Nc1ccc(F)cc1	4%	?	5%
O=C(c1ccncc1)N1CCC2(CCCN(c3ccncc3)C2)CC1	-1%	-18%	.
Cc1ccc(C(=O)O)cc1NC(=S)NC(=O)c1ccc(COc2ccccc2)cc1	-5%	?	.
COc1ccc(OCC(=O)N2c3ccccc3CCc3ccccc32)cc1	7%	-8%	5%
Cc1ccc(S(=O)(=O)N(C)C)cc1NC(=S)Nc1ccc2cn[nH]c2c1	2%	-14%	0%
CCOc1ccc(NC(=O)CSc2nnc(CCNC(=O)c3ccc(OC)cc3)n2C)cc1	-1%	-5%	2%
CC(C)(C)CC(=O)NC(=S)NCCc1ccccc1	-19%	-27%	4%
Cc1ccc(N2C(=O)C(CN3CCCCC3)C2c2ccccc2)cc1 (configuration not stated)	-5%	18µM*	-3%
CC(=O)Nc1ccc(NS(=O)(=O)c2c(C(=O)N3CCC(C)CC3)c(C)n(C)c2C)cc1	.	-9%	1%
COC(=O)c1c(C)[nH]c(C(=O)CN2C(=O)NC3(CCOc4ccccc43)C2=O)c1C (configuration not stated)	.	?	1%
COc1ccc(CN2CCCCC2C)cc1OC (configuration not stated)	-4%	13%	5%
COc1ccc(C2C(=O)N(C3CCCCCC3)CC(=O)N2CCc2ccc(Cl)cc2)cc1OC (configuration not stated)	.	23µM*	8%
Cc1cc(C)cc(NC(=O)CSc2c(C(C)C)cnc3c2c(=O)n(C)c(=O)n3C)c1	.	?	3%
COCCn1c(=O)c(-c2ccc(F)cc2)nc2cnc(Oc3cccc(Cl)c3)nc21	-5%	-2%	.
O=C(NCc1ccc(F)cc1)c1cc(S(=O)(=O)N2CCOCC2)ccc1F	3%	-23%	2%
O=C(COc1ccc(Br)cc1Cl)NC1CCN(Cc2ccccc2)CC1	-16%	?	3%
CC(C)CCNC(=O)CN(Cc1ccco1)C(=O)CCC(=O)Nc1nccs1	-2%	-3%	1%
Cc1ccc(N2CC(NC(=O)c3ccc(S(=O)(=O)N4CCCCC4)cc3)CC2=O)cc1 (configuration not stated)	.	?	-3%
COc1ccc(-n2c(=O)c(-c3cn(C)c4ccccc34)nc3cncnc32)cc1	7%	-10%	.
CCCOC(=O)NCCCN(C)C	-4%	.	9%
COCCNC(=O)Nc1ccc(F)cc1	-8%	5%	-3%
CCOc1ccccc1-c1nc(-c2ccc(NC(=O)Cc3ccc(OC)cc3)cc2)no1	0%	?	6%
COC(=O)c1ccccc1Oc1ccc(NC(=O)c2ccco2)cc1	2%	-15%	.
NCCCC[C@H]1CNC(=S)N1CCc1cccc(F)c1	11%	-23%	6%
O=C(Nc1ccc(S(=O)(=O)N2CCCC2)cc1)c1ccc2c(=O)n3c(nc2c1)CCCCC3	14%	16µM*	0%
COc1ccc(CNC(=O)C(=O)NCC2OCCN2S(=O)(=O)c2ccc(C)cc2)cc1 (configuration not stated)	1%	-28%	5%
Nc1nnc(SCC(=O)NC2CCCCCCC2)s1	2%	?	.
CCCOc1ccc(C2c3c(-c4c(C)cc(C)cc4O)n[nH]c3C(=O)N2CCO)cc1 (configuration not stated)	.	23µM*	2%
O=C(c1ccccc1Cl)N1CCN(S(=O)(=O)c2cccs2)CC1	-2%	0%	3%
CC(/C=N/NC(=O)c1nnn(-c2nonc2N)c1C)=C\c1ccccc1	1%	1%	3%
COc1cc(C(=O)Nc2nnc(C(C)(C)C)s2)c([N+](=O)[O-])cc1OC	5%	-6%	3%
Cc1cc(C(=O)CN2c3cccc4cccc(c34)S2(=O)=O)c(C)n1C	.	3.3µM*	4%
CCCc1cc(-c2n[nH]c(C)c2-c2ccc(C(=O)OCC)o2)c(O)cc1O	3%	?	9%
COc1ccc(N2CC(C(=O)Nc3cccc(S(=O)(=O)N4CCCC4)c3)CC2=O)c(OC)c1 (configuration not stated)	5%	-11%	3%
CN(C)Cc1c(C#N)c2ccccc2n1C	0%	-2%	1%
CC(C)(C)NC(=O)CN(Cc1cccs1)C(=O)C1COc2ccccc2O1 (configuration not stated)	14%	-24%	3%
Oc1ccc(NC(=S)Nc2ccc(F)cc2)cc1	-18%	?	4%
COc1ccccc1CNc1ncncc1-c1ccccc1C	-16%	-15%	32µM*
CS(=O)(=O)N1CCC(C(=O)NCCC2=CCCCC2)CC1	10%	-6%	-5%
O=C(Nc1ccnn1C1CCN(C2CCOCC2)CC1)c1cccc(F)c1	-1%	20%	2%
C=CCNc1nc(Nc2ccc([N+](=O)[O-])cc2)nc(OC)n1	-5%	?	-3%
Cc1c(N/N=C(\C#N)C(=O)c2ccccc2)c(=O)n(-c2ccccc2)n1C	4%	3.3µM*	-3%
OCc1c(Cl)nc2ccccn12	-3%	16%	1%
COc1ccc(C2CC(c3ccccc3)=NN2C(=O)COC(=O)c2ccc(S(C)(=O)=O)cc2)cc1 (configuration not stated)	-6%	?	6%
O=C(COC(=O)c1cncc(Br)c1)Nc1ccc(F)c(F)c1F	-10%	-20%	-13%[0.505 µM]
COc1ccc(CC(=O)Oc2ccc(C#N)cc2)cc1	-8%	10%	.
COc1ccc(NC(=O)C(=O)NNC(=O)c2cccs2)c(OC)c1	-1%	-21%	2%
COc1cc(OC)cc(C(=O)NNC(=O)c2cc3c(s2)CCCC3)c1	-4%	?	0%
CC(=O)c1cccc(NC(=O)CSc2nc(C3CC3)nc3ccccc23)c1	-4%	16µM*	-5%
Cn1c(C(=O)O)ccc1S(=O)(=O)N1CCCCCC1	-7%	-17%	-4%
CC1Cc2cc(S(=O)(=O)N3CCCCC3C)ccc2N1C(=O)C1CCC1 (configuration not stated)	2%	?	0%
COC(=O)c1c(C)nc2ccccc2c1-c1ccccc1	23%	?	-2%
Cc1nn(Cc2ccc([N+](=O)[O-])cc2)c(=O)n1N(C)c1ncc(C(F)(F)F)cc1Cl	5%	11µM*	7%
O=C(COC(=O)c1cccs1)Nc1nc(-c2ccccc2)cs1	2%	?	3%
CCN(CC)C(=S)Sc1c(-c2ccccc2)c2cc(Cl)ccc2[nH]c1=O	5%	?	6%
CCN(CC)CC#CC(OC)(c1ccccc1)c1ccccc1	-9%	?	2%

Whole records from above.
Cn1c(C(=O)O)ccc1S(=O)(=O)N1CCCCCC1 as listed: N370S GC mod = -7%; TDP1 cell noCPT = -17%; TDP1 inh = -4%
COC(=O)c1c(C)nc2ccccc2c1-c1ccccc1 as listed: N370S GC mod = 23%; TDP1 cell noCPT = ?; TDP1 inh = -2%

Back to the main list, repeating the 7 entries before the break.
SMILES	N370S GC mod	TDP1 cell noCPT	TDP1 inh
Cn1c(C(=O)O)ccc1S(=O)(=O)N1CCCCCC1	-7%	-17%	-4%
CC1Cc2cc(S(=O)(=O)N3CCCCC3C)ccc2N1C(=O)C1CCC1 (configuration not stated)	2%	?	0%
COC(=O)c1c(C)nc2ccccc2c1-c1ccccc1	23%	?	-2%
Cc1nn(Cc2ccc([N+](=O)[O-])cc2)c(=O)n1N(C)c1ncc(C(F)(F)F)cc1Cl	5%	11µM*	7%
O=C(COC(=O)c1cccs1)Nc1nc(-c2ccccc2)cs1	2%	?	3%
CCN(CC)C(=S)Sc1c(-c2ccccc2)c2cc(Cl)ccc2[nH]c1=O	5%	?	6%
CCN(CC)CC#CC(OC)(c1ccccc1)c1ccccc1	-9%	?	2%
Cc1ccsc1C1NC(=O)c2c(sc3c2CCCC3)N1 (configuration not stated)	6%	?	-2%
Cc1ccsc1/C=N/NC(=O)c1ccc(-n2cccc2)cc1	-2%	-7%	0%
CSCC[C@H](N)C(=O)N[C@@H](CO)C(=O)N[C@@H](CCCN=C(N)N)C(=O)N1CCC[C@H]1C(=O)N[C@@H](C)C(=O)N[C@@H](CS)C(=O)N1CCC[C@H]1C(=O)N[C@@H](CC(N)=O)C(=O)N[C@@H](CC(=O)O)C(=O)N[C@@H](CCCCN)C(=O)N[C@@H](Cc1ccc(O)cc1)C(=O)N[C@@H](CCC(=O)O)C(=O)O	1%	.	10%
C[C@@H]1C(=O)NC2=Nc3cccc(Cl)c3CN21	2%	-29%	9%
NNC(=O)CCn1nnc2ccccc21	-13%	-1%	3%
CCOc1ccc(NS(=O)(=O)c2ccc(-c3cnc(C4CC4)o3)cc2)cc1	?	9.2µM*	2%
CCOC(=O)C(NC(C)=O)C(=O)Nc1ccc(OC)cc1 (configuration not stated)	6%	-4%	8%
COc1ccc(OCCNc2cc(N3CCCCC3)ccc2[N+](=O)[O-])cc1	9%	23µM*	0%
O=C1CC(c2ccc(Cl)cc2)CC(O)=C1C=NCCN1CCNCC1 (configuration not stated)	-5%	.	4%
C[n+]1ccc(/C=C/c2c[nH]c3ccccc23)cc1	9%	0.65µM*	5%
CC(Sc1ccccn1)C(=O)Nc1ccc2c(c1)OCCO2 (configuration not stated)	.	-6%	2%
O=c1[nH]c(Cc2ccc(Cl)cc2)nc2ccccc12	5%	-8%	6%

3 structures from above, sorted by molar mass, low to high:
SMILES	N370S GC mod	TDP1 cell noCPT	TDP1 inh
O=C(COC(=O)c1cccs1)Nc1nc(-c2ccccc2)cs1	2%	?	3%
COc1cc(C(=O)Nc2nnc(C(C)(C)C)s2)c([N+](=O)[O-])cc1OC	5%	-6%	3%
COc1ccc(C2CC(c3ccccc3)=NN2C(=O)COC(=O)c2ccc(S(C)(=O)=O)cc2)cc1 (configuration not stated)	-6%	?	6%

The list continues.
SMILES	N370S GC mod	TDP1 cell noCPT	TDP1 inh
COc1ccc(CNC(=O)C(=O)NCC2OCCN2C(=O)c2ccc(OC)cc2)cc1 (configuration not stated)	-8%	-16%	2%
CC(=O)Nc1ccc(C2NC(=O)CCC2[N+](=O)[O-])cc1 (configuration not stated)	-6%	4%	.
Cc1ccccc1NC(=O)CSc1nc(-c2ccccc2C)nc2cc(=O)[nH]n12	.	?	8%
O=C(Nc1cccnc1Cl)c1cccs1	2%	-3%	2%
O=c1[nH]c(C2CCN(S(=O)(=O)c3ccc4c(c3)OCCO4)CC2)nc2c1nnn2Cc1ccccc1	-3%	-26%	3%
CC(CN1CCOCC1)OC(=O)c1ccccc1Cl (configuration not stated)	-1%	0%	5%
Cc1noc(C)c1COc1ccc(C(=O)NNC(=O)c2ccccc2)cc1	-10%	4.6µM*	.
Cc1ccc(NS(=O)(=O)c2ccc(C(=O)N3CC(C)CC(C)C3)cc2)cc1 (configuration not stated)	-11%	16µM*	0%
Cc1ccc(-c2nn(-c3ccccc3)cc2/C=C(\C#N)C(=O)NCc2ccccc2)cc1	-3%	?	2%
O=C(NCCC1=CCCCC1)C1CCCN(c2nc3ccccc3o2)C1 (configuration not stated)	.	?	1%
Cc1nn(-c2ccccc2)c2sc(C(=O)N(Cc3ccco3)C(C)C(=O)NC(C)(C)C)cc12 (configuration not stated)	27%	15µM*	1%
Cc1ccc(-c2csc(NC(=O)Cn3cnc4c3c(=O)n(C)c(=O)n4C)n2)cc1C	-1%	?	9%
COc1ccc(C2CC(=O)C(C=NCCN3CCNCC3)=C(O)C2)cc1OC (configuration not stated)	4%	.	6%
CCCP(=O)(CC(=O)N(CC)CC)c1ccccc1 (configuration not stated)	?	-11%	-2%
O=S(=O)(Cc1ccccc1Cl)N1CCCCC1	-26%	-6%	1%
COCCn1c(SCc2nc3ccccc3c(=O)[nH]2)nc2ccccc2c1=O	4%	?	9%
Cc1ccc(S(=O)(=O)Nc2ccc(-c3cn4ccc(C)cc4n3)cc2)cc1	?	15µM*	0%
COc1ccc(-c2csc(-c3ccccc3)n2)c(OC)c1	8%	-8%	-7%
Cc1ccc(-c2c(C)sc3nc[nH]c(=O)c23)cc1C	0%	-19%	5%
CC1CCCN(S(=O)(=O)c2ccc(NC(=O)CNC3CCCC3)cc2)C1 (configuration not stated)	-8%	?	.
COc1cccc(NC(=O)c2cc(C(=O)Nc3cccc(OC)c3)n(C)n2)c1	7%	?	4%
COc1cccc(CNC(=O)c2ccc(C(=O)NCc3cccc(OC)c3)cc2)c1	-4%	16%	4%
OCCN(Cc1ccccc1)C(=S)Nc1ccc(Cl)cc1Cl	8%	?	5%
CCCCC(=O)Nc1sc(C(=O)N(CC)CC)c(C)c1C(=O)OC	25%	18µM*	-2%
O=C(CSc1nc(-c2ccccc2)c(-c2ccccc2)o1)NC1CCS(=O)(=O)C1 (configuration not stated)	-12%	?	3%
O=C(Cn1nc(C(=O)O)c2ccccc2c1=O)Nc1cccc(Br)c1	23%	-24%	.
CCC(C)NC(=O)CNC(=S)N(Cc1ccccc1)Cc1cccnc1 (configuration not stated)	-10%	-6%	-1%

This is a subset. The share of hits here may be higher or lower than overall.
